# Screening data: PubChem BioAssay, several laboratories
# LANA DNA inh – KSHV C-LANA DNA binding inhibition; MBP-C-LANA/FAM-LBS DNA binding, fluorescence polarization; inhibition, % at 9 µM; hit rate 0.078% among 340,000;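 active = highest replicate inhibition at or above 60% at 9 µM, even if other replicates fall short; inactive = all replicates below 60% inhibition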;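 also: 0% = neutral control wells and 100% = 4 µM acridine orange control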
# Keap1 Nrf2 FP – inhibitors of human Keap1-Nrf2 protein-protein interaction. Q14145. Keap1 Kelch-Nrf2 peptide fluorescence polarization, 1536-well. inhibition, % at 9.4 µM. hit rate 0.15% among 340,000. AID 504523; in the data active = inhibition above about 12%; inconclusive = no clear call, values can overlap the other calls; inactive = below about 7.3%;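 also: human Keap1 Kelch domain with fluorescein labeled Nrf2 9mer peptide probe; 0% = neutral control wells and 100% = peptide positive control; higher means more block of Keap1 binding to Nrf2 peptide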
# Cardiac RTF inh – cardiac RTF calcium desensitization. AID 493244. hit rate 0.12% among 340,000. IANBD-labeled cardiac RTF, Ca2+ fluorescence. inhibition, % at 7.15 µM. P19429+P45379;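 active = inhibition above the mean inhibition of all tested compounds plus 3 SD, cut at about 17% in these data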;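 also: assay run at fixed EC70 calcium of 1.6 mM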
# Wnt bcat act – activates Wnt/beta-catenin signaling in a reporter cell assay | activation, % at 9.35 µM | hit rate 1.2% among 300,000 | AID 743398 | activator, plate reader; in the data active = activation above about 30%, passing the limit was not always enough; inconclusive = no clear call, values can overlap the other calls;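 also: 0% = neutral control wells and 100% = positive control wells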
# cardiac RTF act – increases calcium sensitivity of human cardiac regulated thin filaments; hit rate 0.24% among 340,000; P19429+P45379; IANBD-labeled TnC RTF fluorescence at EC20 calcium; 0% EC20 calcium, 100% full calcium; activation, % at 7.2 µM;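 active = activation above the mean over all tested compounds plus 3 SD, cut at about 30% in these data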;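 also: rise in fluorescence read as greater calcium sensitivity of cardiac thin filaments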
# MOR-DOR ag – OPRM1-OPRD1 heterodimerization agonism | P35372+P41143 | cells, luminescence | activation, % at 9.3 µM | hit rate 0.3% among 340,000 | AID 504326; in the data active = activation above about 18%;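 also: 0% = vehicle-treated cells and 100% = reference agonist; values of inactives mirror those of a sister screen read the other way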
# Arrestin-AP2 inh – inhibitors of human beta-arrestin and AP2 interaction | inhibition, % at 10 µM | FITC-arrestin peptide / GST-AP2 beads, flow cytometry; AP2 beta2 appendage carries R879A mutation | hit rate 0.31% among 340,000 | AID 504490;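 active = inhibition above a set limit, near 3 SD of compounds lacking own fluorescence, cut at about 54% in these data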;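 also: plate controls were DMSO wells for no effect and 5 µM unlabelled arrestin peptide for full effect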
#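 Test system: GST-tagged AP2 beta2-adaptin appendage (R879A) on 4 µm glutathione beads; also added: fluorescein-tagged arrestin peptide at 50 nM final; timing: 12 min plus 1 h, RT; signal: flow cytometry, FL1 (488/535 nm); read-out: percent drop in bead-associated FITC signal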
# V-ATPase pHluor – regulators of yeast V-ATPase proton transport; S. cerevisiae, pHLuorin cytosolic pH fluorescence; response, % at 10 µM; hit rate 0.37% among 350,000; in the data active = response mostly above about 7.3%, no sharp cut-off; inactive = mostly below about 5.4%; also: actives read high; inactives centre near 0; some compounds called inactive have numbers as strong as hits; reference of the scale not given here
# DSG3 Ab inh – human desmoglein-3 autoantibody binding inhibition; P32926; DSG3-coupled beads, scFv-anti-DSG3-GFP binding, flow cytometry; active compounds read low; binding (percent of control), % at 10 µM; hit rate 0.48% among 310,000;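 active = binding more than 3 SD below its plate's average and above zero; inconclusive = below that plate limit but binding exactly zero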;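 also: hits lower antibody fragment binding to DSG3; some compounds called inactive have numbers as strong as hits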
# Target sequence (P32926 whole entry, looked up, the tested form may be a part): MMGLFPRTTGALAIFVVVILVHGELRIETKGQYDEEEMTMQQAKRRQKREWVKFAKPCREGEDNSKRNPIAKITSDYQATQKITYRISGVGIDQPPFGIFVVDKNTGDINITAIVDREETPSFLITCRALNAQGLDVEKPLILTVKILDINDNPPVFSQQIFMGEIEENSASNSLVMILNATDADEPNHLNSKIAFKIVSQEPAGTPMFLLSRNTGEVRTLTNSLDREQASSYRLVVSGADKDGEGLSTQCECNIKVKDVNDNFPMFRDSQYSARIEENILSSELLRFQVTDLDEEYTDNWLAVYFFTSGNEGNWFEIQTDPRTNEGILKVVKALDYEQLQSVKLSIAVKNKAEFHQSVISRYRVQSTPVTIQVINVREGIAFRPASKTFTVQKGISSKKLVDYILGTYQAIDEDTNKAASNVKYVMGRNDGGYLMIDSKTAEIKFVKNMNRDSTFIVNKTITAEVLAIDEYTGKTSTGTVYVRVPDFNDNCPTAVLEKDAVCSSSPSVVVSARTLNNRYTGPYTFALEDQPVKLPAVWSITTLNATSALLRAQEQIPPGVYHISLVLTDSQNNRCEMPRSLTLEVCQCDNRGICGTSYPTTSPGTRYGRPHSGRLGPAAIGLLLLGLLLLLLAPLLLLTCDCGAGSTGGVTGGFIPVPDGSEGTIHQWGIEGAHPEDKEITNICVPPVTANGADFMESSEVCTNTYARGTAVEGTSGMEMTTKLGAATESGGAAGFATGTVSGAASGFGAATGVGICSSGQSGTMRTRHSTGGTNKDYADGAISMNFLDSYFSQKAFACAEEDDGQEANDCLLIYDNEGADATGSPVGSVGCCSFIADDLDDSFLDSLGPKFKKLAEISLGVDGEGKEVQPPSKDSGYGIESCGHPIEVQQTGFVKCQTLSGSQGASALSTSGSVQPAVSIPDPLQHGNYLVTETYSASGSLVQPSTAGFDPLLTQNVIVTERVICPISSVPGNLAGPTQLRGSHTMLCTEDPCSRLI
# MOR-DOR inv ag – inverse agonists of human mu-delta opioid receptor heterodimerization. P35372+P41143. cell-based MOR-DOR heterodimer luminescence, inverse agonism. inhibition, % at 9.3 µM. hit rate 0.21% among 340,000; in the data active = inhibition above about 22%, passing the limit was not always enough;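 also: 0% = cells with DMSO and 100% = wells without cells with DMSO; values of inactives mirror those of a sister screen read the other way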
# The depositor's hits bear a star; u = inconclusive; x = not tested or not shown. Outcome played no part in choosing rows; any-hit rate near 3.1%.
SMILES,LANA DNA inh,Keap1 Nrf2 FP,Cardiac RTF inh,Wnt bcat act,cardiac RTF act,MOR-DOR ag,Arrestin-AP2 inh,V-ATPase pHluor,DSG3 Ab inh,MOR-DOR inv ag
N#CCC(=O)NNC(=S)Nc1ccccc1C(F)(F)F,0.3,-3,-4,0,-2,1.2,7,0,98,-7
Cc1cc(C)c(C(=O)COC(=O)c2cccc(S(=O)(=O)NCc3ccccc3)c2)cc1C,2.2,-5,2,-2,3,-0.9,8,2,113,5
COc1cc2c(cc1OC)CN(C(=O)Nc1ccccc1)CC2,0.0,-3,-4,1,-1,60*,10,-3,96,-302
COCC1CCN(C(=O)C2CCN(c3nc(-c4ccccc4)nc4c3CCC4)CC2)C1 (stereo not drawn),0.6,1,7,-2,-5,-3.6,25,-4,102,18
O=C(NCC1COCCO1)c1cc(COc2c(F)cccc2F)on1 (stereo not drawn),0.8,-4,1,3,-2,-2.8,-3,-1,x,15
COc1ccc(OCC(=O)NNC(=O)c2ccc3c(=O)n4c(nc3c2)CCC4)cc1,1.0,2,0,1,-3,-3.0,-6,0,101,16
N#C/C(C(=O)N1CCCCC1)=C1/N=C(N)c2ccccc21,-0.4,2,12,15,-4,-0.6,0,-3,123,3
COc1ccc2c(c1)C(C1C(=O)CCCC1=O)c1ccccc1O2 (stereo not drawn),0.2,-1,3,-3,-3,-2.5,6,0,110,14
COc1ccc(CNC(=O)COc2ccc(OC)cc2)cc1,0.3,-2,-6,0,-1,-2.9,3,-2,101,13
Cc1ccc(CCNC(=O)CCS(=O)(=O)c2ccc(Br)cc2)cc1,0.7,0,4,16,0,1.6,-3,1,106,-12
COc1cccc(CNCC(=O)NC(=O)NC2CCCC2)c1,0.2,-3,-1,-3,12,-2.6,-21,-1,124,13
COc1cnn(-c2cc(Oc3ccc(C)cc3)ncn2)c(=O)c1Cl,1.7,-4,-5,x,0,-2.5,3,2,104,14
Cc1ccc(Oc2ccc(N)cc2)cc1,0.4,-1,2,-2,-2,-0.1,5,-5,143,0
CCn1c(COc2ccccc2)nnc1SCC(=O)Nc1cc(C)ccc1OC,0.7,-3,2,x,-3,-0.7,2,1,97,4
CS(=O)(=O)N(CC(=O)N1CCCCCC1)c1cccc([N+](=O)[O-])c1,-0.1,1,-5,1,2,-0.2,25,0,106,1
CN(CCOc1ccc(Cl)cc1)C(=O)c1ccc2c(=O)n3c(nc2c1)CCC3,-2.0,-3,-15,-1,2,-0.7,1,5,103,4
O=C(Nc1ccccc1)N(CCc1ccncc1)C1CCCCC1,0.2,1,5,1,-2,-1.7,-11,-2,104,10
Cc1ccc(S(=O)(=O)NC(=O)N2CCCN(Cc3ccc(F)cc3)CC2)cc1,0.4,-4,-6,-1,1,-2.2,4,2,106,11
CCN1CCc2c(sc(NC(=O)C3CCCCC3)c2C(=O)OC)C1,-1.6,1,0,8,-1,-0.2,-5,2,109,1
O=c1c(Cc2ccccc2)c(O)nc2n1CCCS2,1.9,-2,-5,x,14,2.3,6,2,100,-13
Cc1ccccc1C(=O)c1cccn1CC(=O)N1CCCCCC1,0.9,-1,-2,x,-1,0.6,1,5,110,-3
O=C(Nc1ccc(NC(=O)c2cccs2)c(Cl)c1)c1cccs1,0.2,1,6,17,-6,-0.9,55*,2,106,5
COC(=O)CC#N,-1.2,1,5,4,-4,-2.8,17,0,101,15
Cc1cccc(NC(=O)C2CCN(S(=O)(=O)c3cccc4cccnc34)CC2)c1,0.7,-3,-6,-3,1,-2.2,7,2,106,11
Cc1ccccc1-n1nnc2c(=O)oc3ccccc3c21,-0.4,-3,-2,-3,12,-0.8,1,0,108,5
Cc1ccc2cc(CCNC(=O)c3cc4ccccc4o3)c(=O)[nH]c2c1C,-1.7,-5,-6,0,-1,1.4,-6,-3,104,-8
COCCN1C(=O)N(c2cccc(C)c2)C(=O)C1CC(=O)Nc1cc(OC)cc(OC)c1 (stereo not drawn),-0.2,6,-7,-1,-1,-0.6,4,-3,108,3
S=C(NCCc1ccccc1)NC1CCCCCC1,-0.2,-1,4,x,-1,-0.6,21,-1,x,3
CCOC(=O)C1CCN(C(=O)C2c3ccccc3C(=O)N(C)C2c2ccc(OC)cc2)CC1 (stereo not drawn),-0.2,2,-9,-6,-2,-1.8,17,0,x,10
CC(=O)Nc1cccc(NC(C)=O)n1,-0.9,2,-27,2,-4,-0.2,-11,3,104,1
COc1ccc(C(=O)C2CCCN(C(=O)/C=C/c3cnc[nH]3)C2)c(C)c1 (stereo not drawn),-1.5,-2,-3,0,-5,0.4,-2,4,99,-2
CCOC(=O)C1CCCN(C(=O)c2cc(=O)c3ccccc3o2)C1 (stereo not drawn),1.4,-1,-3,x,-5,-3.0,2,1,x,18
COc1ccc(OC)c(S(=O)(=O)N2CCC3(CC2)OCCN3S(=O)(=O)c2ccccc2)c1,0.3,0,-13,-2,-4,-0.6,2,-1,101,4
COc1cc2[nH]c(=S)nc(NCCc3ccc(S(N)(=O)=O)cc3)c2cc1OC,-2.8,-10,-8,-2,4,-0.5,30,4,104,3
S=C(NCc1ccncc1)Nc1ccc(Cl)cc1,-0.4,-3,12,0,2,0.2,1,3,100,-1
Cc1cc(C(=O)N2CCN(C/C=C/c3ccccc3)CC2)no1,1.3,0,-3,x,-3,0.2,12,x,102,-1
COc1ccc(S(=O)(=O)N2CCC(C(=O)NCCC(=O)Nc3ccc(Cl)cc3)CC2)cc1,0.4,-4,-1,4,2,-1.9,18,-3,100,9
CCC(C)NC(=O)c1c(N)n(/N=C/c2cccnc2)c2nc3ccccc3nc12 (stereo not drawn),-0.9,-1,-13,x,-1,-1.4,7,-7,107,7
O=C(CSc1nc(O)cc(=O)n1-c1ccccc1)Nc1ccccn1,1.3,0,-5,-1,2,-1.6,16,0,106,8
Clc1ccc(C=NC23CN4CN(CN(C4)C2)C3)cc1,0.7,-4,8,-2,-4,-2.3,-10,0,x,10
Cc1ccc(-c2nn(-c3ccccc3)cc2NC(=O)c2ccccc2)cc1,-1.2,2,3,u,3,-2.5,-4,1,99,13
CC(=O)Nc1cccc(-c2cc(-c3c(Cl)cccc3Cl)no2)c1,1.1,1,-12,-2,-2,2.1,27,-8,113,-10
Cc1ccc(N(CN2C(=O)c3ccccc3C2=O)C(=O)c2ccc([N+](=O)[O-])cc2[N+](=O)[O-])cc1,-0.9,2,3,-5,-9,8.9,4,0,101,-65
O=C(CCCO)N/N=C/c1cc(Br)ccc1O,0.6,5,-8,-1,-5,-1.5,-4,-1,96,9
CCn1ncc(/C=N\NC(=O)Cc2ccc([N+](=O)[O-])cc2)c1C,2.6,-3,4,x,1,-2.4,-7,0,121,13

# Arranged by count of non-hydrogen atoms (largest number first): part of the list above.
SMILES,LANA DNA inh,Keap1 Nrf2 FP,Cardiac RTF inh,Wnt bcat act,cardiac RTF act,MOR-DOR ag,Arrestin-AP2 inh,V-ATPase pHluor,DSG3 Ab inh,MOR-DOR inv ag
COc1ccc(S(=O)(=O)N2CCC(C(=O)NCCC(=O)Nc3ccc(Cl)cc3)CC2)cc1,0.4,-4,-1,4,2,-1.9,18,-3,100,9
COCC1CCN(C(=O)C2CCN(c3nc(-c4ccccc4)nc4c3CCC4)CC2)C1 (stereo not drawn),0.6,1,7,-2,-5,-3.6,25,-4,102,18
COc1ccc(C(=O)C2CCCN(C(=O)/C=C/c3cnc[nH]3)C2)c(C)c1 (stereo not drawn),-1.5,-2,-3,0,-5,0.4,-2,4,99,-2
O=C(NCC1COCCO1)c1cc(COc2c(F)cccc2F)on1 (stereo not drawn),0.8,-4,1,3,-2,-2.8,-3,-1,x,15
CCOC(=O)C1CCCN(C(=O)c2cc(=O)c3ccccc3o2)C1 (stereo not drawn),1.4,-1,-3,x,-5,-3.0,2,1,x,18
Cc1cc(C(=O)N2CCN(C/C=C/c3ccccc3)CC2)no1,1.3,0,-3,x,-3,0.2,12,x,102,-1
COc1cccc(CNCC(=O)NC(=O)NC2CCCC2)c1,0.2,-3,-1,-3,12,-2.6,-21,-1,124,13
S=C(NCCc1ccccc1)NC1CCCCCC1,-0.2,-1,4,x,-1,-0.6,21,-1,x,3
S=C(NCc1ccncc1)Nc1ccc(Cl)cc1,-0.4,-3,12,0,2,0.2,1,3,100,-1
Cc1ccc(Oc2ccc(N)cc2)cc1,0.4,-1,2,-2,-2,-0.1,5,-5,143,0
CC(=O)Nc1cccc(NC(C)=O)n1,-0.9,2,-27,2,-4,-0.2,-11,3,104,1

# The list goes on.
SMILES,LANA DNA inh,Keap1 Nrf2 FP,Cardiac RTF inh,Wnt bcat act,cardiac RTF act,MOR-DOR ag,Arrestin-AP2 inh,V-ATPase pHluor,DSG3 Ab inh,MOR-DOR inv ag
Cc1ccc(CNC(=O)c2nnc(Cc3ccc(Cl)cc3)o2)cc1,0.4,-2,4,4,4,1.1,14,-1,78,-6
CCCCCCn1c(SCCCC)nc2c1c(=O)[nH]c(=O)n2C,-0.8,-2,-6,x,11,2.1,-8,-4,108,-12
Cc1cc(NC(=O)c2ccc(C)s2)n(-c2nc3ccccc3[nH]2)n1,0.4,-4,-6,-2,1,-2.1,1,0,106,14
Cc1ccc(-c2cc(C(F)(F)F)c(C#N)c(=O)[nH]2)cc1,1.3,4,-4,x,2,-1.1,-3,0,108,5
Cc1ccc(C(=O)NCC2CCCO2)cc1[N+](=O)[O-] (stereo not drawn),-0.7,-4,0,-2,2,-3.8,-4,2,98,19
COc1cccc(OC)c1C(=O)NNC(=O)c1ccc(F)cc1,0.1,-2,-5,0,2,-1.6,13,1,x,7
CCN1CCN(C(=S)Nc2cc(S(=O)(=O)N(CC)CC)ccc2C)CC1,-2.1,1,-3,-2,3,-2.0,8,-3,101,11
O=C(C1CCCN(S(=O)(=O)c2cccc3nsnc23)C1)N1CCc2ccccc2C1 (stereo not drawn),2.7,-2,-3,x,1,-0.4,-3,-2,103,2
COc1ccc(NC(=O)/C=C/c2ccc(S(=O)(=O)N3CCOCC3)cc2)cc1,-0.6,0,-10,0,-3,-3.8,11,-2,92,15
COc1ccc(CCNC(=O)c2cnn3cccnc23)cc1OC,-1.0,-3,-7,x,-1,-0.9,21,-4,101,5
Cc1ccc(NCC(=O)N/N=C\c2ccc([N+](=O)[O-])o2)cc1,1.3,2,-8,2,1,6.5,4,5,80,-36
O=C(CN1CCN(c2ccc(F)cc2)CC1)c1cccs1,7.1,0,-12,-1,0,-4.7,-12,-83,103,22
Cc1noc(C)c1COC(=O)c1cc2ccccc2cc1O,-1.3,-3,0,x,6,3.5,5,-1,105,-20
CCN1CCN(c2nc3c(c(=O)[nH]c(=O)n3C)n2CCSc2nc3ccccc3s2)CC1,-0.1,0,-11,-3,2,-1.8,-3,0,90,10
